PP5 inh = blocks human protein phosphatase 5 activity; purified PP5c, OMFP substrate fluorescence; hit rate 0.18% among 320,000; AID 1987; inhibition, % at 6.7 µM; P53041;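 active = inhibition above the campaign's mean inhibition across all tested compounds plus 3 SD, cut at about 9.5% in these data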;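 note: 0% = DMSO only and 100% = 100 µM cantharidin control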
Fh CTSL1 inh = cathepsin L1 inhibition, PFM18AAP counter-screen | recombinant F. hepatica cathepsin L1, Z-Leu-Arg-MCA fluorescence | inhibition, % at 5.96 µM | hit rate 0.49% among 300,000;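 active = inhibition above the mean of all tested compounds plus 3 SD, set per screening campaign, cut at about 17% in these data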;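 note: 0% = plate median of test compound wells and 100% = 1 µM Z-Phe-Ala-diazomethylketone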
EBNA-1 inhibitor = blocks EBNA-1 binding to DNA; hit rate 0.34% among 300,000; EBNA-1 DNA binding, fluorescence polarization; inhibition, % at 14.8 µM; in the data active = inhibition above about 28%
JMJD2C inh = blocks human GASC-1 demethylase activity | GST-JMJD2C(1-420) H3K9me3 demethylation, DELFIA europium | inhibition, % at 2.35 µM | Q9H3R0 | hit rate 0.069% among 330,000;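 active = more than half of a compound's replicate wells show inhibition beyond 50%, single wells judged on their own value; inconclusive = some, but no more than half, of replicates pass 50% inhibition; inactive = no replicate passes 50% inhibition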;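 note: signal counts dimethyl H3K9 product captured on neutravidin plate; 0% = median of DMSO wells and 100% = 0.3 times that DMSO median; strong numbers were not always called active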
ZTA DNA inh = counter-screen for EBNA-1 inhibitors: inhibitors of Epstein-Barr virus ZTA. hit rate 0.15% among 320,000. ZTA-DNA binding, fluorescence polarization. inhibition, % at 11 µM. P03206; in the data active = inhibition above about 33%
Target sequence (P03206 whole entry, looked up): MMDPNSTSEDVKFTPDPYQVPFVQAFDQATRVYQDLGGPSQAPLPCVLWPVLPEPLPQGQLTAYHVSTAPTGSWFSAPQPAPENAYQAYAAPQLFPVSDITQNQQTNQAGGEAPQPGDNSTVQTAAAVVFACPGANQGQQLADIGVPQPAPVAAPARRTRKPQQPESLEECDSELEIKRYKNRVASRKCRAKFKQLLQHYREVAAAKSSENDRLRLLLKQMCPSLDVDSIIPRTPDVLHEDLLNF
CR mimetic SO = caloric restriction mimetics inhibiting age-related superoxide in yeast; S. cerevisiae aged cells, superoxide DHE fluorescence; hits give low values; superoxide response (% of plate mean), % at 10 µM; hit rate 0.18% among 330,000; AID 2690;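 active = superoxide response under a set limit, about three screen SD below normal, cut at about 65% in these data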;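 note: yeast aged for seven days with compound at 30 °C before DHE staining; 100% = average MFI of all compound-treated wells on the plate with controls excluded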
HCV core dimer = blocks dimerization of HCV core protein | inhibition, % at 5 µM | hit rate 0.33% among 300,000 | TR-FRET GST/Flag-core106 dimerization, 1536-well | AID 1899;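 active = inhibition above the mean of all tested compounds plus 3 SD, set per screening campaign, cut at about 45% in these data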
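Assay system: tagged HCV core106 pair (GST and Flag); medium: KF-containing HEPES buffer, pH 7.45, DTT, CHAPS, BSA; also added: Eu donor and XL665 acceptor anti-tag antibodies; dosing: 5 µM single dose; timing: compound-protein-antibody incubation 4 h at 22.5 °C; signal: TR-FRET 671 and 617 nm emission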
TPT1 inhibitor = C. albicans TPT1 enzyme inhibition | recombinant caTPT1, FP RNA substrate dephosphorylation | inhibition, % at 5 µM | hit rate 0.81% among 300,000 | AID 1962;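 active = inhibition above the mean of all tested compounds plus 3 SD, set per screening campaign, cut at about 24% in these data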;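 note: plate controls were DMSO alone for no effect and ferristatin control at 100 nM for full effect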
PP1 counter = counter-screen for PP5 inhibitors: inhibitors of human PP1-alpha; purified PP1alpha, OMFP fluorescence; inhibition, % at 6.7 µM; P62136; hit rate 0.9% among 320,000;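 active = inhibition above the mean inhibition of all tested compounds plus 3 SD, computed separately for each screening campaign, cut at about 15% in these data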
Target sequence (P62136 whole entry, looked up): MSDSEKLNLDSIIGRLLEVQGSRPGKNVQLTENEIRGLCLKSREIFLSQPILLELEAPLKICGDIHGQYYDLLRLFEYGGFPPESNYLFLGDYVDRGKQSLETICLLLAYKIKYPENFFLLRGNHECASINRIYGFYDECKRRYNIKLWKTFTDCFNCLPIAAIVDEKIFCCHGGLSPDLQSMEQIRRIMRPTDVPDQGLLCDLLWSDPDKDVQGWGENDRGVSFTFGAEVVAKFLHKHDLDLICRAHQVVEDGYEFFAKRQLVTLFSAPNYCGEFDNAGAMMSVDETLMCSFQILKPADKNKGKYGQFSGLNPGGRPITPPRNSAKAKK
An asterisk follows results filed as active; u = inconclusive; x = not tested or not shown. This is a random part of the collection; overall some 3.1% were active at least once.

SMILES	PP5 inh	Fh CTSL1 inh	EBNA-1 inhibitor	JMJD2C inh	ZTA DNA inh	CR mimetic SO	HCV core dimer	TPT1 inhibitor	PP1 counter
CCCCNC(=O)/C=C/c1cccs1	2.7	0	12	-9	7	81	-14	4	0
CC(=O)N1CCC(=O)N(C(C)C)c2ccccc21	0.6	0	-4	9	-11	103	-9	-3	-4
Cc1nc2ccccc2nc(=O)c1NNc1ccc([N+](=O)[O-])cc1	0.3	4	-8	9	16	101	5	33*	2
O=C(COC(=O)c1ccc([N+](=O)[O-])s1)NC(=O)NCc1ccccc1	2.2	18*	-19	-14	2	129	6	0	-1
COc1ccc(C2SCCN2C(=S)Nc2ccc(F)cc2)cc1 (configuration not stated)	2.0	-1	-2	0	4	113	-4	3	-3
CCOC(=O)c1cc(OC(=O)c2cccc([N+](=O)[O-])c2)n(-c2ccccc2)n1	2.5	-4	-9	-11	-4	117	-1	-1	-1
CO/N=C(/CNC(=O)c1ccc(Cl)cc1Cl)c1ccc(Cl)cc1	1.6	2	-3	-4	-15	101	4	0	-1
Cc1cnc(CN2CCc3c([nH]c4ccccc34)C2C2CCCCC2)[nH]1 (configuration not stated)	-1.4	1	-1	-1	-3	108	3	1	-2
CCOC(=O)N1CCC(N(CCN(C)C)C(=S)Nc2cc(C)ccc2C)CC1	-0.7	5	-5	-7	-22	87	-5	0	-3
CCOc1ccc(S(=O)(=O)N2CCCC(C(=O)NCc3ccncc3)C2)cc1Cl (configuration not stated)	-2.3	1	-2	0	-14	92	3	-1	-1
Cc1ccccc1C(=O)Nc1c(C(=O)N(CCN(C)C)Cc2ccco2)oc2ccccc12	-0.4	1	7	8	3	90	-2	-3	6
CCCCCCC1CCC(C(=O)N2CCOCC2)CC1 (configuration not stated)	-0.9	0	2	-26	9	87	0	1	0
COc1ccccc1C(=O)Nc1cc(C)on1	1.4	-3	-10	-9	-10	110	1	-1	-2
COC(=O)c1c(NC(=O)CN2CCN(c3ccccc3Cl)CC2)sc(C)c1C	2.1	4	-15	1	-31	110	7	-4	4
C=CCN1C(=O)c2ccccc2Sc2ccc(C(=O)NCC(OC)OC)cc21	-0.9	-1	-10	-4	-2	121	-5	1	0
NC(N)=NCCCC(NC(=O)c1ccccc1)C(=O)Nc1ccc([N+](=O)[O-])cc1 (configuration not stated)	0.4	5	-9	5	-1	116	-8	-2	-1
O=S(=O)(Nc1ccc(-n2cccc2)cc1)c1ccc(F)cc1	1.1	-1	4	-19	-4	101	2	-9	-4
CC(C)n1cc(CN2CCC(C(=O)Nc3ccc(Oc4ccccc4F)cc3)CC2)cn1	3.0	3	-6	-8	-27	100	-12	-1	-4
CCOc1ccc(CNC(=O)C2CCC(=O)N2C2CCCC2)cc1OC (configuration not stated)	-0.2	2	7	x	-2	107	-1	-3	-3
CCCC(c1nnnn1Cc1ccco1)N1CCN(c2cc(Cl)ccc2C)CC1 (configuration not stated)	4.5	2	-1	-3	-1	110	12	-3	3
CCOC(=O)c1sc2nc(SC)nc(-c3ccccc3)c2c1N	-0.2	-1	10	4	7	92	-4	-3	-3
CCN1CCN(CCc2nc3cc(NC(=O)COc4ccc(Cl)cc4)ccc3n2C)CC1	-2.7	-2	-12	2	9	88	0	-1	-3
COc1ccccc1-c1cc(-c2ccccc2)nc(=O)[nH]1	1.1	0	-2	1	-11	96	4	-1	-3
CCOC(=O)C1CCCN(C(=O)c2cccc(S(=O)(=O)N(C)c3c(C)n(C)n(-c4ccccc4)c3=O)c2)C1 (configuration not stated)	1.5	-2	12	0	17	92	-3	-1	-6
CN(CCO)c1cc(N2CCN(C(=O)c3ccco3)CC2)c2nonc2c1[N+](=O)[O-]	0.1	5	-9	5	9	90	-4	5	-2
SMILES	PP5 inh	Fh CTSL1 inh	EBNA-1 inhibitor	JMJD2C inh	ZTA DNA inh	CR mimetic SO	HCV core dimer	TPT1 inhibitor	PP1 counter
CC1CCCCN1C(=O)CSc1nnc(CSc2ncccn2)n1C (configuration not stated)	3.6	-4	-3	-6	-7	99	-3	0	-2
COCCNC(=O)C(OC(=O)c1ccco1)c1ccccc1Cl (configuration not stated)	1.0	-40	5	1	1	103	0	-4	0
O=C(NCc1cccs1)C1CCN(c2nccs2)CC1	0.9	-4	6	-2	11	99	5	-8	0
Cc1csc(NC(=O)Cc2ccccc2[N+](=O)[O-])n1	-0.3	3	2	-1	-9	106	-10	-4	-1
CCOc1ccc(S(=O)(=O)N2CCCCC2)cc1NC(=O)Cc1ccsc1	0.4	x	x	2	13	92	x	x	-2
Cc1cc(C(=O)CSc2ccc(F)cc2)cc(C)c1O	2.2	-1	-7	1	7	99	-2	-2	-1
CCc1ccc(S(=O)(=O)Nc2ccncc2)cc1	-0.8	5	13	-2	16	94	9	1	-3
CCN1CCCC1CNC(=O)C(=O)NC1CC1 (configuration not stated)	0.3	0	-6	28	-5	85	-2	-3	-1
Cc1ccc(-n2nnnc2SCC(=O)NNC(=O)c2ccco2)cc1C	2.0	0	7	-6	16	102	11	-4	-3
CC1(C)Oc2ccccc2OC1(O)c1ccc2ccccc2n1 (configuration not stated)	-3.6	3	-7	-7	-14	97	-3	3	-4
COC(=O)c1ccc(OCC(O)CN2C(=O)c3ccccc3C2=O)cc1 (configuration not stated)	1.1	-3	7	-5	-12	105	-7	-3	4
CSc1ccccc1C(=O)Nc1c(C)cccc1C	-1.0	4	4	2	3	98	3	0	0
CN(C)CCCn1c2c(c(SCC(=O)Nc3nccs3)nc1=O)CCC2	-1.0	2	-5	-2	1	99	-7	-3	-6
Cc1cc(/C=C(/C#N)c2nc3ccccc3[nH]2)c(C)n1-c1cccc([N+](=O)[O-])c1	6.2	-1	-17	-1	-8	101	43	-5	4
COc1cccc(CN2CCNC(=O)C2CC(=O)N(C)CC2CCOCC2)c1 (configuration not stated)	-0.3	2	1	-2	-4	93	-3	-4	9
Cc1ccc(N2CC(C(=O)N3CCC(C(=O)Nc4nncs4)CC3)CC2=O)cc1 (configuration not stated)	-0.5	1	4	3	9	96	8	-2	2
Cc1ccccc1Nc1nnc(SCC(=O)NC(=O)NCc2ccco2)s1	0.8	2	10	-1	8	97	22	2	26*
C[C@]12C(=O)N(c3ccc(Br)cc3)C(=O)N1[C@@H]1c3ccccc3OC[C@@H]1[C@H]2c1ccccc1	3.2	-4	-8	-2	-17	98	-2	2	1
O=C(COC(=O)C1CC1)c1c[nH]c2ccccc12	0.5	2	4	-11	-12	85	-15	2	-1
N#Cc1ccccc1S(=O)(=O)N1CCN(CC(=O)NC(=O)NC2CCCCC2)CC1	-2.0	5	8	-1	-2	112	0	2	-3
C[C@H](C(=O)O)c1n[nH]c(=O)c2ccccc12	-1.7	-1	1	-10	7	87	-3	4	-1
O=C(O)c1ccc(-n2nnnc2SCc2ccccc2)cc1	5.0	1	5	5	16	140	5	-1	-3
CCN1CCN(Cc2ccc(NC(=O)Nc3cccs3)cc2)CC1	-3.2	-1	-11	0	-2	98	-4	-2	-1
CCOC(=O)N1CCN(C(=O)CSCC(=O)Nc2nc(-c3ccc(Cl)s3)cs2)CC1	3.3	4	3	u	5	93	5	0	1
O=S(=O)(c1ccc(-c2csc(-c3cccnc3)n2)cc1)N1CCCCC1	0.1	1	6	12	-8	109	14	1	5
SMILES	PP5 inh	Fh CTSL1 inh	EBNA-1 inhibitor	JMJD2C inh	ZTA DNA inh	CR mimetic SO	HCV core dimer	TPT1 inhibitor	PP1 counter
COc1cccc(C2=NOC(C(=O)Nc3ccc(OC)c(OC)c3)C2)c1 (configuration not stated)	2.0	-4	3	3	-6	89	-2	-3	-2
Cc1cc(N/C(=N/S(=O)(=O)c2ccc(F)cc2)c2ccccc2)n(-c2ccccc2)n1	4.6	1	-9	-9	7	110	8	-3	0
O=C(/C=C/c1ccco1)OCC1CCCN2CCCCC12 (configuration not stated)	1.1	1	-3	-4	4	88	-7	2	2
CCOC(=O)CC1=NN(c2ccccc2)C(=O)/C1=C\c1ccc(OC)cc1OC	1.8	0	-4	0	2	86	6	3	-3
COC(=O)C1=C(C)NC(=O)NC1c1ccccc1 (configuration not stated)	0.9	-1	0	x	4	98	-1	-2	1
O=C(CC1(O)C(=O)Nc2ccccc21)c1cccc(-n2cccc2)c1 (configuration not stated)	-2.8	-2	-2	-4	-9	110	-1	-1	-5
CC1CN(C(=O)c2cc3c(s2)CCC3)CC(C)O1 (configuration not stated)	0.9	0	-1	0	7	88	-5	0	1
CCc1ccc(C(=O)C(C)OC(=O)c2nc3nc(C)cc(C)n3n2)cc1 (configuration not stated)	-1.9	2	-4	-1	-1	99	4	0	-1
CCc1nnc(NC(=O)CSc2nnc(COc3cccc(C)c3)o2)s1	2.1	-4	-2	-8	-10	100	1	-2	2
Cc1ccc(/C=C2\SC(=S)N(CCC(=O)NNS(=O)(=O)c3ccccc3)C2=O)cc1	0.1	6	15	-3	21	97	13	3	-1

Screening results from PubChem.
